APJ antag = blocks the human apelin receptor APJ; inhibition, % at 20 µM; P35414; AID 2521; hit rate 0.32% among 330,000; CHO-K1 APJ beta-arrestin complementation, luminescence;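 active means inhibition above about 40% at 20 µM, limit read from the data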;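 further: cells challenged with 10 nM apelin-13 agonist together with compound; plate controls were apelin-13 plus DMSO wells for no effect and DMSO wells lacking apelin-13 for full effect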
Target sequence (P35414 whole entry, looked up): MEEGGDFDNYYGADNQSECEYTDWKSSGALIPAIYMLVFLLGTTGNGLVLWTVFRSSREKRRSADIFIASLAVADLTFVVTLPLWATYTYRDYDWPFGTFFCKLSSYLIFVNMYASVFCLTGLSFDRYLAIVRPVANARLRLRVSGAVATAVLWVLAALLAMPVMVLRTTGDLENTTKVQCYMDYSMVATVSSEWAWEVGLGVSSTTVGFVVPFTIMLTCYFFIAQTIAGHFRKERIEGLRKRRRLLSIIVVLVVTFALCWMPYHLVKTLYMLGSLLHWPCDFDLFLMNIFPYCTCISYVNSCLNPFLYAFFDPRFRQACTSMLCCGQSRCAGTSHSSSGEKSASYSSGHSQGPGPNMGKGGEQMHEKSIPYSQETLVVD
UBC13 polyUb = human UBC13 polyubiquitination inhibition. AID 485273. P61088. hit rate 0.47% among 330,000. UBC13 polyubiquitin chain formation, TR-FRET. inhibition, % at 20 µM; in the data active means inhibition above about 45%, passing the limit was not always enough
Target sequence (P61088 whole entry, looked up): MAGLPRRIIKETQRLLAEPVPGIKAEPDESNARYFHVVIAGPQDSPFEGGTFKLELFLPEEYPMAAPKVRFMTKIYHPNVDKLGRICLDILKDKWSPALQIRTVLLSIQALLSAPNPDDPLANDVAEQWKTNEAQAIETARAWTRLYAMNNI
Gli-Sufu block = antagonists of Gli-Sufu signaling. Sufu-KO-LIGHT fibroblasts, Gli luciferase reporter luminescence. inhibition, % at 5 µM. hit rate 0.74% among 340,000. AID 588413;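 active means inhibition above about 55%, limit read from the data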;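 further: 0% = DMSO-treated cells and 100% = wells with medium but no cells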
EBI2 block = EBI2 (human) antagonism. EBI2 beta-arrestin recruitment, luminescence, 7a,25-OHC stimulated. inhibition, % at 5 µM. hit rate 0.81% among 360,000. AID 651636; in the data active means inhibition above about 38%;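 further: enzyme fragment complementation signal reports receptor beta-arrestin coupling in cells; 0% = agonist plus DMSO wells and 100% = wells without agonist; some results beyond the cut were filed as inactive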
Target sequence (P32249 whole entry, looked up, the tested form may be a part): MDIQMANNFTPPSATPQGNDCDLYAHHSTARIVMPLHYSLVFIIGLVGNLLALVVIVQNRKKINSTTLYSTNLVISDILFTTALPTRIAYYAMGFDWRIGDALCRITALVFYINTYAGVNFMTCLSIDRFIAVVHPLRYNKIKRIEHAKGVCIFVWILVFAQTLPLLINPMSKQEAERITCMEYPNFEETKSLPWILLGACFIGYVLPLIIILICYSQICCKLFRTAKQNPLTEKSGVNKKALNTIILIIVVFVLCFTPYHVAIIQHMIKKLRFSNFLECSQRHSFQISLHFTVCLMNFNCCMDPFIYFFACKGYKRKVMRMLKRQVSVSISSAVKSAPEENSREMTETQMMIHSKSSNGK
Jurkat NFkB inh = lowers PMA/ionomycin-induced NF-kB signal in Jurkat cells; PMA/ionomycin-induced NF-kB luciferase reporter, luminescence; inhibition, % at 4 µM; AID 435003; hit rate 0.53% among 330,000; in the data active means inhibition above about 50%
CCR6 antagonist = blocks CCL20-driven beta-arrestin recruitment at human CCR6 | P51684 | CHO-K1 CCR6 PathHunter beta-arrestin, luminescence, CCL20-stimulated | inhibition, % at 20 µM | hit rate 0.49% among 340,000 | AID 493098;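 active means compounds whose inhibition of the agonist-driven luminescence signal at 20 µM reaches about 50%, limit read from the data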;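 further: cells stimulated with CCL20 at 14 nM final; plate controls were DMSO with CCL20 for no effect and DMSO without agonist for full effect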
CXCR6 block = blocks human CXCR6 beta-arrestin recruitment; O00574; CHO-K1 PathHunter CXCR6 beta-arrestin, luminescence; inhibition, % at 20 µM; hit rate 0.36% among 360,000; AID 602244; in the data active means inhibition above about 34%, passing the limit was not always enough;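 further: antagonist mode with CXCL16 agonist at 10 nM final; 0% = 10 nM CXCL16 with DMSO and 100% = unstimulated wells without agonist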
697 NFkB inh = lowers PMA/ionomycin-induced NF-kB signal in 697 B cells; 697 B-cell NF-kB luciferase reporter, 16 h; AID 435022; inhibition, % at 4 µM; hit rate 0.33% among 330,000; in the data active means inhibition above about 35%
An asterisk follows results filed as active; x = not tested or not shown.

1) CCC(=O)N1CCc2cc(Br)cc(S(=O)(=O)N3CCCC(C(=O)NC(C)(C)C)C3)c21 (stereo unspecified)
2) CC(Sc1nnnn1-c1ccc(O)cc1)C(=O)NNC(=O)c1ccc(F)cc1 (stereo unspecified)
3) COc1ccc(OC)c(S(=O)(=O)Nc2ccc3[nH]c(=O)[nH]c3c2)c1
4) CCOC(=O)[C@H]1[C@H]2COc3ccc(OC)cc3[C@@H]2N2C(=O)[C@H](C)NC(=O)[C@@]12C
5) CCOC(=O)C1(Cc2cccc(F)c2)CCN(CC(O)CO)CC1 (stereo unspecified)
6) CCc1ccc(C2CC(c3ccc(Cl)cc3)n3nc(N)nc3N2)cc1 (stereo unspecified)

screen / no. | 1 | 2 | 3 | 4 | 5 | 6
APJ antag | -10 | -25 | 5 | 10 | 9 | 6
UBC13 polyUb | 1 | -9 | -5 | 0 | -12 | 0
Gli-Sufu block | -9 | 0 | 2 | 26 | 6 | 0
EBI2 block | 3 | 2 | -5 | -1 | 2 | 15
Jurkat NFkB inh | 3 | -7 | -7 | -7 | 4 | 15
CCR6 antagonist | 19 | -1 | 5 | -3 | 13 | 8
CXCR6 block | -2 | -5 | 2 | 10 | -2 | 6
697 NFkB inh | -3 | 3 | 9 | -13 | 11 | 4

7) CCOC(=O)Cc1csc(NC(=O)C(NC(=O)C2CCCCC2)C(C)C)n1 (stereo unspecified)
8) O=S(=O)(CCSc1ccc(C(F)(F)F)cn1)c1ccc(Cl)cc1
9) CC(C)(C)NC(=O)COC(=O)c1ccccc1C(=O)c1ccccc1
10) CCN(CC(=O)Nc1ccccc1C(F)(F)F)C(=O)c1oc2c(Cl)cccc2c1C
11) O=C(Nc1nnc(SCc2ccc(F)cc2)s1)C1CC(=O)N(c2ccc3c(c2)OCCO3)C1 (stereo unspecified)
12) COc1cc(C(=O)NCC(=O)OCC(=O)Nc2ncc(Cl)cc2Cl)cc(OC)c1OC

screen / no. | 7 | 8 | 9 | 10 | 11 | 12
APJ antag | 8 | 15 | 3 | 1 | -1 | -2
UBC13 polyUb | 6 | 11 | 6 | -3 | -1 | 1
Gli-Sufu block | 2 | 5 | -5 | 2 | -8 | -1
EBI2 block | 9 | 1 | -4 | 1 | -3 | -3
Jurkat NFkB inh | 3 | 1 | -3 | 3 | 13 | -4
CCR6 antagonist | 5 | 17 | 13 | 3 | 18 | -10
CXCR6 block | 0 | -10 | -2 | 3 | -2 | -15
697 NFkB inh | 10 | 1 | -19 | -25 | 2 | 8

13) CCC(C(=O)Nc1cc(C)nn1-c1nc(C)cc(C)n1)c1ccccc1 (stereo unspecified)
14) CCn1c(SCC(=O)Nc2ccc3c(c2)OCCO3)nnc1-c1ccncc1
15) O=C1CCN(C2CCN(Cc3nc(Cc4ccccc4F)no3)CC2)CCN1
16) Cc1ccccc1CS(=O)(=O)c1cnc2ccccc2n1
17) CC(=O)N1[C@H](Cc2ccccc2)C=C[C@]1(C)C(=O)NCc1ccccn1
18) O=C(C1CCN(C2CCN(CC3CC=CCC3)CC2)CC1)N1CCOCC1 (stereo unspecified)

screen / no. | 13 | 14 | 15 | 16 | 17 | 18
APJ antag | 4 | -9 | 0 | 19 | 34 | -23
UBC13 polyUb | 10 | 5 | 8 | -5 | 5 | -2
Gli-Sufu block | -4 | 28 | 1 | -1 | -5 | 6
EBI2 block | 13 | 5 | -2 | -18 | -4 | -9
Jurkat NFkB inh | 0 | 4 | 7 | 7 | -8 | -3
CCR6 antagonist | 4 | 8 | 3 | 8 | 9 | 5
CXCR6 block | 10 | -1 | -4 | 2 | -5 | 1
697 NFkB inh | -9 | -3 | 10 | 7 | 2 | -4

19) CCN(CC)CCNC(=O)CCCCn1c(=S)[nH]c2c([nH]c3ccc(OC)cc32)c1=O
20) COC(=O)c1cccc(NC(=O)CSc2nnc(COc3ccccc3)n2C)c1
21) C=CCOc1ccc(Cl)cc1CNCCCN1CCOCC1
22) Cc1cc(C)c(C)c(S(=O)(=O)NCc2ccc(C(=O)N3CCOCC3)cc2)c1C
23) O=C(CCc1ccccc1O)N/N=C/c1ccc(Sc2cccc3cccnc23)o1
24) O=C(CCC(=O)OCCCC(F)(F)C(F)(F)F)NC1CCCCC1

screen / no. | 19 | 20 | 21 | 22 | 23 | 24
APJ antag | 0 | -4 | 13 | 4 | 7 | 4
UBC13 polyUb | -2 | -2 | -7 | 0 | 8 | -4
Gli-Sufu block | 0 | -2 | 6 | -6 | 23 | 1
EBI2 block | x | -5 | 3 | 11 | 12 | 2
Jurkat NFkB inh | -9 | -19 | 8 | 11 | -1 | -3
CCR6 antagonist | -10 | 15 | 15 | 6 | 14 | 0
CXCR6 block | x | -34 | -3 | 11 | 13 | -1
697 NFkB inh | -15 | 2 | 19 | -8 | 13 | 4

25) Cc1ccc(OCC(=O)Nn2cnc3ccccc32)cc1
26) CC(=O)Nc1ccc(NC(=O)C(C)OC(=O)C2CCCCC2)cc1 (stereo unspecified)
27) CC(C)OC(=O)c1cccc(C(=O)Oc2ccc(Br)cc2)n1
28) CCOC(=O)CN(C(=O)CSc1nnc(-c2ccc(OC)c(OC)c2)o1)c1ccccc1
29) CCOC(=O)c1nc2ccccc2s1
30) CN(C)/C=N/S(=O)(=O)c1ccc(Cl)cc1

screen / no. | 25 | 26 | 27 | 28 | 29 | 30
APJ antag | 4 | -4 | -13 | 12 | 26 | 7
UBC13 polyUb | 1 | 8 | 12 | 0 | 3 | 9
Gli-Sufu block | -62 | -5 | -4 | 5 | 5 | -8
EBI2 block | -14 | 2 | -2 | 24 | -8 | -16
Jurkat NFkB inh | -7 | -9 | -6 | 9 | -26 | 7
CCR6 antagonist | 0 | -3 | 8 | -12 | 7 | -9
CXCR6 block | -2 | -2 | 6 | 3 | -9 | -5
697 NFkB inh | 3 | 14 | -9 | 19 | -63 | 10

31) COC(=O)c1cc(S(=O)(=O)Nc2cc(OC)cc(OC)c2)cn1C
32) COc1ccc(CC2(C)OC(c3ccc(C)cc3)=NN2C(C)=O)cc1 (stereo unspecified)
33) CC(C)CNS(=O)(=O)c1cc(C(=O)OC2CCOC2=O)c(Cl)cc1Cl (stereo unspecified)
34) CCNc1nc(NCC)n2c(SCC(=O)Nc3ccc(F)cc3)nnc2n1
35) O=C(O)CC1(CC(=O)Nc2ccc(C(F)(F)F)cc2)CCCC1
36) O=C(NCCc1ccccc1Cl)C1CCC(=O)N(Cc2ccc(Cl)cc2)C1 (stereo unspecified)

screen / no. | 31 | 32 | 33 | 34 | 35 | 36
APJ antag | 12 | 14 | 2 | 12 | 10 | 14
UBC13 polyUb | 4 | 13 | 5 | -1 | -7 | -3
Gli-Sufu block | x | -1 | 1 | -2 | -1 | 4
EBI2 block | 6 | 11 | -7 | -13 | 7 | 26
Jurkat NFkB inh | 9 | 3 | 6 | 2 | -6 | 11
CCR6 antagonist | 13 | 21 | -11 | 4 | 6 | 13
CXCR6 block | 0 | 7 | 0 | -5 | -2 | 6
697 NFkB inh | 7 | -1 | 0 | -11 | 5 | -32

Reformatted tab-delimited: 9 of the compounds above
no.	molecule	APJ antag	UBC13 polyUb	Gli-Sufu block	EBI2 block	Jurkat NFkB inh	CCR6 antagonist	CXCR6 block	697 NFkB inh
25	Cc1ccc(OCC(=O)Nn2cnc3ccccc32)cc1	4	1	-62	-14	-7	0	-2	3
26	CC(=O)Nc1ccc(NC(=O)C(C)OC(=O)C2CCCCC2)cc1 (stereo unspecified)	-4	8	-5	2	-9	-3	-2	14
27	CC(C)OC(=O)c1cccc(C(=O)Oc2ccc(Br)cc2)n1	-13	12	-4	-2	-6	8	6	-9
28	CCOC(=O)CN(C(=O)CSc1nnc(-c2ccc(OC)c(OC)c2)o1)c1ccccc1	12	0	5	24	9	-12	3	19
29	CCOC(=O)c1nc2ccccc2s1	26	3	5	-8	-26	7	-9	-63
30	CN(C)/C=N/S(=O)(=O)c1ccc(Cl)cc1	7	9	-8	-16	7	-9	-5	10
31	COC(=O)c1cc(S(=O)(=O)Nc2cc(OC)cc(OC)c2)cn1C	12	4	x	6	9	13	0	7
32	COc1ccc(CC2(C)OC(c3ccc(C)cc3)=NN2C(C)=O)cc1 (stereo unspecified)	14	13	-1	11	3	21	7	-1
33	CC(C)CNS(=O)(=O)c1cc(C(=O)OC2CCOC2=O)c(Cl)cc1Cl (stereo unspecified)	2	5	1	-7	6	-11	0	0

Later entries
37) CCn1cc(C(=O)O)c(=O)c2cc(F)c(N/N=C/c3ccccc3[N+](=O)[O-])cc21
38) CN1CCN(Cc2c(O)ccc3cc(Br)ccc23)CC1
39) COc1cc(OC)cc(C(=O)NNC(=O)CNC(=O)c2cccs2)c1
40) COc1ccc(NS(=O)(=O)c2cccc(C(=O)N(C)Cc3cccs3)c2)cc1
41) O=C(c1ccc(Cl)cc1Cl)N1CCC(c2nc3c(nnn3Cc3ccco3)c(=O)[nH]2)CC1
42) C[C@H]1CCC2[C@](C)(CO)[C@@H](O)CC[C@]2(C)[C@@]12CCC(CO)(CCO)O2 (stereo partly specified)

screen / no. | 37 | 38 | 39 | 40 | 41 | 42
APJ antag | -17 | 9 | 3 | -2 | 11 | -22
UBC13 polyUb | 0 | 5 | -2 | -4 | 26 | 2
Gli-Sufu block | -1 | 7 | 3 | -3 | -5 | -30
EBI2 block | 29 | x | 1 | 3 | 8 | -13
Jurkat NFkB inh | -5 | -10 | 4 | -5 | -5 | -21
CCR6 antagonist | -13 | -9 | 1 | 14 | -3 | 5
CXCR6 block | -3 | x | 7 | -13 | -6 | -6
697 NFkB inh | -46 | 5 | 2 | 0 | 0 | -9

43) Nc1nnc(SCC(=O)OCC(=O)NC2CCCCC2)s1
44) CCOc1ccc(NC(=O)CSc2nc3ccccc3c(=O)n2CCCC(=O)NCC2CCCO2)cc1 (stereo unspecified)
45) COc1ccc(/C(C)=N/N=C(N)N)c(OC)c1
46) CCCCCn1c2nc3ccccc3nc2c2c(=O)n(CC(C)C)cnc21
47) COc1ccc(Cl)cc1NC(=O)c1ccoc1C
48) C[C@H](NS(=O)(=O)c1c(Cl)cccc1Cl)C(=O)NNC(=O)COc1ccccc1F

screen / no. | 43 | 44 | 45 | 46 | 47 | 48
APJ antag | -1 | 5 | -3 | 2 | 8 | 1
UBC13 polyUb | 3 | -10 | -3 | 14 | 1 | -7
Gli-Sufu block | -2 | -9 | -1 | -1 | -3 | 3
EBI2 block | -17 | 1 | -17 | -7 | 4 | -7
Jurkat NFkB inh | -10 | -8 | 45 | -1 | 20 | -12
CCR6 antagonist | -2 | 12 | 0 | 3 | 9 | 1
CXCR6 block | -4 | -10 | 14 | 6 | 2 | 6
697 NFkB inh | -23 | 6 | 0 | 17 | 9 | -6

49) C=CCNC(=S)N1CCN(Cc2ccccc2)CC1
50) CS(=O)(=O)N(CC(=O)N1CCN(Cc2ccccc2)CC1)c1ccc2c(c1)OCCO2
51) CCCNC(=O)CN(C)CC(=O)Nc1ccccc1C#N
52) COc1ccc(N2CCN(C(=O)C3CCN(S(=O)(=O)c4ccccc4)CC3)CC2)cc1
53) Cc1ccccc1C(=O)Nc1cccc(NC(=O)c2ccc(F)cc2)c1
54) CCCCOc1cccc(C(=O)Nc2ccc(N3CCN(CC)CC3)cc2)c1
55) CCN(CC)S(=O)(=O)c1cccc(C(=O)N2CCCCC2)c1
56) CCN(CC)S(=O)(=O)c1ccc2c(c1)nc(CCC(=O)OCc1c(C)noc1C)n2C

screen / no. | 49 | 50 | 51 | 52 | 53 | 54 | 55 | 56
APJ antag | -2 | -6 | 13 | 13 | -31 | 21 | 14 | 4
UBC13 polyUb | -22 | 2 | 6 | 1 | 4 | 19 | 2 | -4
Gli-Sufu block | -15 | 4 | -11 | 9 | -7 | 6 | -16 | 3
EBI2 block | 3 | -11 | 15 | 9 | -16 | -7 | -1 | -17
Jurkat NFkB inh | -4 | 4 | -1 | 5 | 7 | -19 | 1 | -12
CCR6 antagonist | 7 | -10 | -8 | -8 | 4 | 8 | 2 | -2
CXCR6 block | 1 | -5 | -1 | -5 | -4 | 1 | 2 | -1
697 NFkB inh | 6 | 11 | 15 | 13 | 5 | -45 | 6 | -4

This is a random part of the collection; overall some 3% were active at least once.
